Screening data: PubChem, several laboratories
NSD2 inh = inhibitors of human histone methyltransferase NSD2; AID 743445; NSD2 peptide methylation, AlphaScreen, 120 min; inhibition, % at 12.5 µM; actives 0.54% (n = 310,000); in the data active means inhibition above about 50%
Wnt bcat act = Wnt/beta-catenin pathway activation. activation, % at 9.35 µM. Wnt/beta-catenin reporter cell assay, activator, plate reader. actives 1.2% (n = 300,000). AID 743398; in the data active means activation above about 30%, passing the limit was not always enough; inconclusive means no clear call, values can overlap the other calls;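 further: 0% = neutral control wells and 100% = positive control wells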
HTR5A ag = activates human HTR5A in OPRM1-OPRD1 agonist counter-screen. P47898. HTR5A agonist assay, luminescence, cell-based. activation, % at 9.3 µM. actives 0.61% (n = 340,000). AID 504692; in the data active means activation mostly above about 9.5%, no sharp cut-off; inactive means mostly below about 7.6%;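 further: 0% = cells with vehicle only and 100% = reference agonist; strong numbers were not always called active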
Target sequence (P47898 whole entry, looked up): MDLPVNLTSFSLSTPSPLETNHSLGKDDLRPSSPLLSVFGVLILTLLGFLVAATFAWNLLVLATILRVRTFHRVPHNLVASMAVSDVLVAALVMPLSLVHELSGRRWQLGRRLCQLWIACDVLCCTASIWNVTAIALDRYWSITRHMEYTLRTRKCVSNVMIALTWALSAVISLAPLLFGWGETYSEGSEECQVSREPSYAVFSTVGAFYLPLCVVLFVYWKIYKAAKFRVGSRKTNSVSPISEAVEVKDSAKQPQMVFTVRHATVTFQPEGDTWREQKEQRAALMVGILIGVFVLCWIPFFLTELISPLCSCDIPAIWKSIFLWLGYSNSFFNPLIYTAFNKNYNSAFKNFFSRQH
HTR5A inv ctr = HTR5A inverse agonism, opioid heterodimer counter-screen | inhibition, % at 9.3 µM | AID 504634 | actives 0.083% (n = 340,000) | HTR5A cell line, luminescence | P47898; in the data active means inhibition mostly above about 23%, no sharp cut-off; inactive means mostly below about 18%;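 further: 0% = cells with DMSO and 100% = no-cell wells with DMSO; some compounds called inactive have numbers as strong as hits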
dFosB act = activators of mouse delta FosB homodimer; purified delta FosB, TAMRA-CDK5 oligo fluorescence polarization; percent of positive-control signal above neutral wells; activation, % at 25 µM; actives 0.99% (n = 340,000);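 active means mean activation above about 17%, with every replicate also reaching it, limit read from the data, passing the limit was not always enough; inconclusive means only one of the two conditions met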;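 further: fluorescence polarization rise as delta FosB binds a TAMRA Cdk5 AP-1 oligo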
Target sequence (P13346 whole entry, looked up): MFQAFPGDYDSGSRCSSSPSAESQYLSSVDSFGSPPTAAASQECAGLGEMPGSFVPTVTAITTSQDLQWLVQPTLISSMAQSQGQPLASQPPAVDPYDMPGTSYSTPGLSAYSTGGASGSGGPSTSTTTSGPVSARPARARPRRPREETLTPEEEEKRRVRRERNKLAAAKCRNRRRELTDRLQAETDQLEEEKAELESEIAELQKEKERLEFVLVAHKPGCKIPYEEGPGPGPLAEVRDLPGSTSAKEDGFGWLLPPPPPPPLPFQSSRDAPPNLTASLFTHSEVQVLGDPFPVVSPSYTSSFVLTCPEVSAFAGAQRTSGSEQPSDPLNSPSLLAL
CDK5 inh = inhibitors of human CDK5/p35 kinase; Q00535+Q15078; Recombinant CDK5/p35, ADP-Glo luminescence, 60 min; inhibition, % at 10 µM; actives 0.01% (n = 330,000); AID 488839;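 active means highest replicate inhibition of at least 50% and at least 75% of replicates reaching 50%; inconclusive means only one of the two criteria met; inactive means both criteria failed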;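 further: plate controls were DMSO neutral control for no effect and GW8510 at 10 µM for full effect; many of its hits are not listed in these tables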
MITF TRPM1 HTS = activators of MITF-driven TRPM1 promoter activity in SK-MEL-5 cells; activation, % at 12.5 µM; SK-MEL-5 TRPM1-promoter luciferase, 24 h; % of positive control, neutral wells = 0; actives 0.75% (n = 300,000);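 active means mean activation of at least 80% with every replicate also reaching 80%; inconclusive means mean reaches 80% but some replicate falls short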;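 further: 0% = neutral control wells and 100% = parthenolide positive control wells; values of inactives mirror those of a sister screen read the other way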
SR-BI HDL uptake = mouse SR-BI HDL lipid transfer inhibition | Q61009 | ldlA[mSR-BI] CHO cells, DiI-HDL uptake fluorescence, 3 h | inhibition, % at 12.5 µM | actives 0.96% (n = 320,000) | AID 488896;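 active means mean replicate inhibition of at least 70% and a set share of replicates each scoring 70 or more; inconclusive means meets just one of the two criteria; inactive means fails both criteria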;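 further: 0% = median of neutral control wells and 100% = median of positive control wells; values of inactives mirror those of a sister screen read the other way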
V-ATPase pH = yeast V-ATPase proton transport regulation by pHLuorin; actives 0.37% (n = 350,000); S. cerevisiae, pHLuorin cytosolic pH fluorescence; AID 504577; response, % at 10 µM; in the data active means response mostly above about 7.3%, no sharp cut-off; inactive means mostly below about 5.4%; further: actives read high; inactives centre near 0; some compounds called inactive have numbers as strong as hits; reference of the scale not given here
PvdQ inh = blocks Pseudomonas aeruginosa PvdQ acylase activity | actives 0.063% (n = 340,000) | purified PvdQ acylase, fluorescence plate reader | inhibition, % at 10 µM; in the data active means inhibition above about 30%, passing the limit was not always enough; inconclusive means no clear call, values can overlap the other calls;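 further: 0% = vehicle neutral wells and 100% = reference inhibitor wells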
* hit, by the source's call; u = inconclusive; x = no result given.

SMILES	NSD2 inh	Wnt bcat act	HTR5A ag	HTR5A inv ctr	dFosB act	CDK5 inh	MITF TRPM1 HTS	SR-BI HDL uptake	V-ATPase pH	PvdQ inh
Cc1cc(NC(=O)Cn2cnc3c2c(=O)n(C)c(=O)n3C)n(-c2ccccc2)n1	0	x	x	x	0	1.5	7	19	-2	3
O=C(NCCCN1CCCC1=O)c1cc(S(=O)(=O)N2CCOCC2)ccc1Cl	0	-1	5	6	4	-7.5	-10	-21	0	-1
Cc1ccccc1CN1CCN(CC(=O)NCc2ccco2)C1=O	2	-1	1	12	6	1.1	-1	-19	2	6
COc1ccc(/C=C(\NC(=O)c2ccc(C)cc2)C(=O)NCCN2CCOCC2)cc1	-2	1	3	11	-8	-2.2	4	-3	3	6
COc1ccc(N(C)S(=O)(=O)c2ccc(Cl)c(C(=O)NCCc3ccc(Cl)cc3)c2)cc1	-2	-3	1	-3	-3	-0.6	-17	21	-3	2
CCCCn1ccc(O)c(Cc2ccc(F)cc2)c1=O	0	-5	-4	12	-10	2.7	-15	-10	1	-12
O=C(NC(=O)c1ccccc1Cl)C(=O)Nc1ccc(Cl)cc1	-3	2	1	-1	u	0.3	-8	-18	2	-12
Cc1cc(C)n(-c2ncnc3c2oc2ccccc23)n1	-3	x	4	4	-23	2.9	8	14	-3	0
COc1ccc(-c2noc(=O)n2CC(=O)N2CCC(Cc3ccccc3)CC2)cc1	0	-1	5	0	-5	0.8	-5	-2	-2	-17
Cc1cccc(NC(=O)C2CCCN2S(=O)(=O)c2ccc3c(c2)n(C)c(=O)c(=O)n3C)c1 (centres undefined)	x	-2	2	-5	-4	1.9	x	-19	1	-3
COc1ccc(N=C(N)SCc2ccccn2)cc1	2	27	3	-7	-7	-1.1	-22	-2	-1	-13
O=C(Nc1cccc(NC(=O)c2ccc(-c3ccc(Br)cc3)o2)c1)c1ccccc1	-1	x	13	-34	-7	-0.5	43	u	3	-1
Cc1ccc(C(=O)Nc2cc(-c3ccn[nH]3)c(C)n(N)c2=O)cc1	-1	2	-1	2	-3	-3.3	-7	12	0	-1
O=C(NCc1cccc(Cl)c1)c1cccc(C(F)(F)F)c1	-15	-2	0	-17	1	0.0	0	-33	-2	9
CNc1ccc(S(=O)(=O)NCC(=O)OCC(=O)Nc2cccc(Cl)c2Cl)cc1[N+](=O)[O-]	2	x	-5	14	-6	0.3	-6	-8	-2	15
O=C(COc1ccc(Br)cc1F)NCC1(N2CCCCC2)CCCCC1	-2	-4	2	-10	-1	0.1	6	6	2	-7
Cc1ccnc(NC(=O)CCC(=O)N(CC(=O)NCCc2ccccc2)c2ccc(F)cc2)c1	-1	0	-1	4	-11	0.4	-3	x	-2	5
O=C(C1=C[C@H](c2csc3ccccc23)C[C@H](OCCCCO)O1)N1CCN(Cc2ccccc2)CC1	x	2	-1	13	-2	-0.4	-2	18	4	-9
O=C(NNS(=O)(=O)c1ccccc1[N+](=O)[O-])c1ccccc1Cl	24	1	-1	21	-11	1.9	0	-3	12*	-16
COc1ccc(CNC(=O)c2csnn2)cc1	0	-2	1	15	0	-2.1	0	-42	-1	19
O=C1CC(N2CCOCC2)C(=O)N1c1ccc(Cl)cc1 (centres undefined)	x	4	-1	4	-6	2.0	6	3	5	-6
c1ccc(CNn2c(N3CCOCC3)nc3ccccc32)cc1	4	1	6	-15	3	-1.0	-2	5	2	10
NC(=O)c1cc(-c2ccccc2)nc(N2CCOCC2)n1	-5	-2	-4	-3	-24	-2.4	25	6	3	-13
Cc1[nH]c(C)c(S(=O)(=O)N2CCc3ccccc32)c1C(=O)N1CCCCC1	-1	-2	-2	-19	1	x	2	-13	2	-15
O=S(=O)(c1ccc(OCC(O)CN2CCCCC2)cc1)N1CCOCC1 (centres undefined)	2	4	1	7	3	-0.7	x	7	2	-15

Some of these compounds in order of their number in MITF TRPM1 HTS, highest first.
mol,MITF TRPM1 HTS
COc1ccc(/C=C(\NC(=O)c2ccc(C)cc2)C(=O)NCCN2CCOCC2)cc1,4
Cc1[nH]c(C)c(S(=O)(=O)N2CCc3ccccc32)c1C(=O)N1CCCCC1,2
O=C(C1=C[C@H](c2csc3ccccc23)C[C@H](OCCCCO)O1)N1CCN(Cc2ccccc2)CC1,-2
CNc1ccc(S(=O)(=O)NCC(=O)OCC(=O)Nc2cccc(Cl)c2Cl)cc1[N+](=O)[O-],-6
O=C(NCCCN1CCCC1=O)c1cc(S(=O)(=O)N2CCOCC2)ccc1Cl,-10

As entered above:
COc1ccc(N(C)S(=O)(=O)c2ccc(Cl)c(C(=O)NCCc3ccc(Cl)cc3)c2)cc1 in HTR5A ag → 1
O=C(NNS(=O)(=O)c1ccccc1[N+](=O)[O-])c1ccccc1Cl in V-ATPase pH → 12*
Cc1cc(C)n(-c2ncnc3c2oc2ccccc23)n1 in PvdQ inh → 0
COc1ccc(-c2noc(=O)n2CC(=O)N2CCC(Cc3ccccc3)CC2)cc1 in CDK5 inh → 0.8
COc1ccc(N=C(N)SCc2ccccn2)cc1 in HTR5A inv ctr → -7

More records.
SMILES	NSD2 inh	Wnt bcat act	HTR5A ag	HTR5A inv ctr	dFosB act	CDK5 inh	MITF TRPM1 HTS	SR-BI HDL uptake	V-ATPase pH	PvdQ inh
COc1cccc(NC(=S)/C(=C(\[O-])c2cc(C)n(-c3ccccc3F)c2C)[n+]2ccc(N(C)C)cc2)c1	7	-7	-1	3	-3	0.3	-16	21	1	-3
COc1cccc(Cn2cnc3c(NS(=O)(=O)c4cc(Cl)ccc4Cl)c(C)c(C)cc32)c1	2	-2	0	-14	-2	0.0	-10	7	-4	-10
CC1=C(C(=O)OC2CCCCC2)C(c2ccc(C)o2)C2=C(CC(C)(C)CC2=O)N1 (centres undefined)	1	x	-2	3	-7	1.0	x	16	-1	-17
CC(=O)OC(C)C(=O)NS(=O)(=O)c1ccc(C)cc1 (centres undefined)	-1	x	-6	14	-3	-1.6	8	-8	2	10
Cc1ccccc1-n1cnc2c(sc3nc(N4CCOCC4)c4c(c32)CCCC4)c1=O	0	6	-4	15	-8	0.7	8	63	7	-6
CCOC(=O)C1CCN(S(=O)(=O)c2c(C)noc2C)CC1	0	-1	-1	30	-1	-4.0	4	-3	-4	-8
CN(CCc1ccccn1)S(=O)(=O)c1ccc2c3c(cccc13)C(=O)N2	-1	-6	3	-13	3	1.7	-9	7	-1	2
CCCCC(=O)NCc1ccc(Cl)cc1	-3	-3	-2	6	1	-0.1	11	-8	-1	8
CCN(CC)c1ccc(/C=N/NC(=O)c2ccc([N+](=O)[O-])cc2)cc1	-2	4	-3	7	5	1.6	0	-3	1	-9
O=C1CN(Cc2cc(=O)oc3cc4c(cc23)CCC4)CCN1	-3	-6	0	22	-4	-1.5	-3	-32	2	-5
COc1cc2c(cc1OC)C(c1ccccc1C)CC(=O)N2 (centres undefined)	-16	-2	-3	9	-10	1.3	9	13	-3	-9
Cc1ccc(C(=O)N2CCN(C3CCCCC3)CC2)s1	14	x	-2	-17	-10	1.3	3	-13	3	3
CN(CCc1ccccn1)C(=O)CC1C(=O)NCCN1Cc1ccc(-c2ccccc2)cc1 (centres undefined)	-1	-1	0	-19	-7	0.5	-7	0	1	-23
Cc1nc2sc(C(=O)Nc3ccccc3)c(N)c2c(C)c1[N+](=O)[O-]	4	36*	6	-11	-9	-0.5	45	43	-1	-4
Cc1[nH]c2ccccc2c1C(=O)NS(=O)(=O)Nc1ccc(Cl)cc1	-6	2	-3	8	3	-2.0	-1	-1	1	4
CCOc1cccc(-c2c(C(=O)N/N=C/c3ccoc3)nnn2-c2nonc2N)c1	2	-2	2	-6	-5	x	8	-2	2	4
O=C(COC(=O)/C=C/c1ccccc1)NCCC1=CCCCC1	-2	-2	-2	5	-10	-3.5	10	-7	1	-8
Cn1c2ccc(F)cc2c2nnc(SCC(=O)Nc3cccc(O)c3)nc21	0	2	8	-30	-1	0.1	10	14	11*	3
Cc1c(F)cccc1NC(=O)CCC(=O)O	1	-6	2	-24	7	-1.4	-2	4	-2	7
CC1=CC(C)(C)n2c(O)c(N=N)c3cc(C)cc1c32	18	-1	2	2	-12	-1.3	-14	9	9	-6
COc1cc(/C=C2/C(=O)N(c3ccc([N+](=O)[O-])cc3)N=C2N2CCOCC2)ccc1O	x	3	4	-10	-12	2.5	-13	10	5	-2
Cc1cc(NC(=O)C2CCN(S(=O)(=O)c3cnc[nH]3)CC2)ccc1Br	4	2	-5	-21	-4	0.6	2	1	-1	-20
CC(O)CSc1nc2c(c(=O)[nH]c(=O)n2C)n1Cc1ccccc1Cl (centres undefined)	0	-2	-4	-32	4	0.1	1	3	1	-13
CCCC(C)C(=O)Nc1nc(C)c(-c2csc(Nc3cc(OC)ccc3OC)n2)s1 (centres undefined)	x	-7	1	-7	3	-5.7	10	93*	-2	-3
Cn1c(NCC(O)CO)nc2c1c(=O)n(Cc1ccc(Cl)c(Cl)c1)c(=O)n2C (centres undefined)	7	-6	5	2	0	-0.2	5	3	-2	0

Filtered by structure: the entries above containing bromine.
SMILES	NSD2 inh	Wnt bcat act	HTR5A ag	HTR5A inv ctr	dFosB act	CDK5 inh	MITF TRPM1 HTS	SR-BI HDL uptake	V-ATPase pH	PvdQ inh
O=C(Nc1cccc(NC(=O)c2ccc(-c3ccc(Br)cc3)o2)c1)c1ccccc1	-1	x	13	-34	-7	-0.5	43	u	3	-1
O=C(COc1ccc(Br)cc1F)NCC1(N2CCCCC2)CCCCC1	-2	-4	2	-10	-1	0.1	6	6	2	-7
Cc1cc(NC(=O)C2CCN(S(=O)(=O)c3cnc[nH]3)CC2)ccc1Br	4	2	-5	-21	-4	0.6	2	1	-1	-20

Carrying on:
SMILES	NSD2 inh	Wnt bcat act	HTR5A ag	HTR5A inv ctr	dFosB act	CDK5 inh	MITF TRPM1 HTS	SR-BI HDL uptake	V-ATPase pH	PvdQ inh
NC(=O)c1ccccc1NCC(=O)c1ccc(Cl)cc1	-2	2	-1	4	1	-1.2	-7	10	-4	-7
O=C(N[C@@H](Cc1ccccc1)C(=O)N1CCN(S(=O)(=O)c2cccc(F)c2)CC1)c1ccco1	0	-7	10	7	-11	0.6	-4	-35	0	-13
CNc1oc(-c2ccc(F)cc2)nc1S(=O)(=O)c1ccccc1	-1	0	4	-10	-3	-0.5	-2	x	4	-14
CCOc1cccc(-c2nnc(SCC(=O)Nc3cc(C)ccc3OC)n2N)c1	-3	x	0	-8	-6	-3.3	x	-2	-2	3
N#CC1=C(N)OC2=C(C(=O)CCC2)C12C(=O)N1CCCc3cccc2c31 (centres undefined)	x	-1	-8	17	9	0.6	-10	-21	-2	-3
O=C(O)c1ccc(S(=O)(=O)Nc2ccc(F)c(Cl)c2)cc1	0	x	2	-4	0	-2.0	-8	-6	-1	-14
Cc1nc(Cl)sc1C(=O)Nc1cccc(Cl)c1C	-2	-3	1	-10	-12	x	8	11	2	0
O=CN1CCN(C2CC(=O)N(c3ccc4c(c3)OCO4)C2=O)CC1 (centres undefined)	x	1	5	-34	-2	-0.5	x	-14	3	10
